FadD28 FP inh – inhibitors of Mycobacterium tuberculosis FadD28 bisubstrate binding; FadD28 bisubstrate probe binding, fluorescence polarization; inhibition, % at 12.5 µM; actives 0.22% (n = 360,000); AID 588549; in the data active means inhibition above about 8.5%, passing the limit was not always enough; inconclusive means no clear call, values can overlap the other calls
GDH-TPI counter – inhibits GDH-TPI coupling enzymes, artifact for Mtb FBA screen | GDH-TPI coupled enzyme counterscreen, NADH absorbance | inhibition, % at 4.8 µM | actives 1.2% (n = 360,000) | AID 588335;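 further: 0% = DMSO wells and 100% = wells lacking the enzyme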
Rv3671c protease – inhibitors of M. tuberculosis serine protease Rv3671c; inhibition, % at 5.96 µM; actives 0.048% (n = 320,000); P9WHR9; in the data active means inhibition above about 38%;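 further: extracellular domain of Rv3671c used as enzyme; 0% = enzyme with DMSO and 100% = no enzyme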
Mtb FBA inh – Mtb fructose-bisphosphate aldolase inhibition; P9WQA3; purified M. tuberculosis FBA, fluorescence read-out; inhibition, % at 1 µM; actives 2.3% (n = 360,000); in the data active means inhibition above about 27%;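 further: 0% = vehicle and 100% = reference inhibitor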
Target sequence (P9WQA3 whole entry, looked up): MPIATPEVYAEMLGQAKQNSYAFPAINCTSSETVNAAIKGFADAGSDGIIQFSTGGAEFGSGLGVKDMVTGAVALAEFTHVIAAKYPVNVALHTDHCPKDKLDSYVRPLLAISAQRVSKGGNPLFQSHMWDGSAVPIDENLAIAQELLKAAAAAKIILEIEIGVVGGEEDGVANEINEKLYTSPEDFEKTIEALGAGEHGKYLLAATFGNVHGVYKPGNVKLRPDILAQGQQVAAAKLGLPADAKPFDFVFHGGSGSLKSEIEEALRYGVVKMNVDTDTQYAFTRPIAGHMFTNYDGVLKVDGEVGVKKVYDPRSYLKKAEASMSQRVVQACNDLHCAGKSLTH
DUSP3 inh – blocks human VHR1 dual specificity phosphatase; P51452; AID 1654; recombinant VHR phosphatase, pNPP absorbance; actives 0.52% (n = 290,000); inhibition, % at 13.3 µM; in the data active means inhibition above about 50%; further: some compounds called inactive have numbers as strong as hits
Target sequence (P51452 whole entry, looked up): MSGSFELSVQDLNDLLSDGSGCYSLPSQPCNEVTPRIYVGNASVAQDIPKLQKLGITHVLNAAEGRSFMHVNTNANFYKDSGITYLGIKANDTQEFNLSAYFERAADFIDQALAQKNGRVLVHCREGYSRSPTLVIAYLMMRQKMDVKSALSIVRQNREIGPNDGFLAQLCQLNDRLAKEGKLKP
BioA inh – inhibitors of Mycobacterium tuberculosis BioA enzyme | purified M. tuberculosis BioA enzyme, plate reader | actives 0.096% (n = 360,000) | inhibition, % at 9.99 µM; in the data active means inhibition above about 40%; inconclusive means no clear call, values can overlap the other calls
UGM FP inh – Mtb UDP-galactopyranose mutase inhibition; P9WIQ1; purified UGM, fluorescence polarization probe displacement; inhibition, % at 10 µM; actives 0.06% (n = 320,000); AID 504406; in the data active means inhibition above about 10%, passing the limit was not always enough; inconclusive means no clear call, values can overlap the other calls
Target sequence (P9WIQ1 whole entry, looked up): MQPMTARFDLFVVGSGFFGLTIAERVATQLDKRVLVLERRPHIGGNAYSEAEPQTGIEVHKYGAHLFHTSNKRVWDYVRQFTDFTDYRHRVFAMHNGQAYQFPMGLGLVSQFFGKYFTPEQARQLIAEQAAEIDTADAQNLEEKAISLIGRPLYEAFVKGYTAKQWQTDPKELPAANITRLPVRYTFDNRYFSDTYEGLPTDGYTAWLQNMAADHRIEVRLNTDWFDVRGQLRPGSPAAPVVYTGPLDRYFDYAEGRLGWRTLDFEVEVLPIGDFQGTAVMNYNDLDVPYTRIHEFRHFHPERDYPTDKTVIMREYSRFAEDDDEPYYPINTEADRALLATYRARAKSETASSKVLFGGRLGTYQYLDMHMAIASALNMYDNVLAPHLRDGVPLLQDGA
MazEF act – activators of E. coli MazEF toxin-antitoxin RNase; P0AE70; actives 0.32% (n = 350,000); FAM/BHQ RNA-DNA oligo cleavage fluorescence, 5 h; AID 504720; activation, % at 20 µM; in the data active means activation above about 50%
Target sequence (P0AE70 whole entry, looked up): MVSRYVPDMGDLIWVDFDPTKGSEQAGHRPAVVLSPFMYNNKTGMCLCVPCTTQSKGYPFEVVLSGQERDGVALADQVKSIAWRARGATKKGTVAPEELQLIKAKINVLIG
CCHF vOTU inh – blocks the CCHF virus ovarian tumor domain protease; CCHFV vOTU protease, Pep-AMC fluorescence; inhibition, % at 11.5 µM; actives 0.55% (n = 370,000); AID 651958; further: 0% = vehicle wells with enzyme and 100% = no enzyme wells
BoNT F protease – blocks Botulinum neurotoxin F light chain protease; actives 0.22% (n = 360,000); inhibition, % at 10 µM; Multiplex microsphere protease cleavage assay, flow cytometry; in the data active means inhibition above about 35%, passing the limit was not always enough; inconclusive means no clear call, values can overlap the other calls; further: plate controls were buffer without enzyme for full effect and enzyme alone for no effect
Active calls of the source: *; u = inconclusive; x = not tested or not shown; + = active, no number; & = joins results of further samples. Unless noted, no stated cut-off is given here; in the data, active means inhibition above about 30%; inactive means the rest. Compounds were not picked by outcome, and some 4.9% of all compounds hit somewhere here.

cpd	SMILES	FadD28 FP inh	GDH-TPI counter	Rv3671c protease	Mtb FBA inh	DUSP3 inh	BioA inh	UGM FP inh	MazEF act	CCHF vOTU inh	BoNT F protease
1	CC(=O)Nc1ccc(NC(=O)Nc2ccccc2C)cc1	-1.6	-18	-5	4	6	x	0.5	6	5	8
2	CCSc1cc(N2CCCC2)nc(-c2cccc(C)c2)n1	-2.6	7	-9	-1	2	x	0.7	-4	-1	22
3	COc1cc(CC(=O)NNC(=O)c2cccs2)cc(OC)c1OC	0.2	7	4	2	x	x	0.0	2	5	5
4	O=C1CC(c2cc(F)ccc2F)c2cc3c(cc2N1)CCC3 (configuration not stated)	u	0	2	-2	-19	x	1.7	-1	14	0
5	CN1OC[C@@H]2CN[C@H](c3ccc(-c4ccc(C#N)cc4)cc3)C[C@@H]21	-0.9	0	x	-2	x	-0.3	x	-4	-6	-5
6	CCn1c(C)nc2cc(C(=O)NNC(=S)Nc3ccc(Cl)cc3)ccc21	-3.3	-2	6	-1	11	-0.8	0.2	-4	-6	-4
7	Cn1c(=O)c2cc(NC(=S)NC3CCCCC3)ccc2n1Cc1ccc(Cl)cc1	17*	3	x	24	x	0.7	x	x	-19	4
8	CC1CCCN(C(=S)NC2CCCC2)C1 (configuration not stated)	-4.7	-5	1	0	17	0.3	1.5	-4	-1	-6
9	COC(=O)c1sccc1NC(=O)C1CC2CCC1C2 (configuration not stated)	-0.1	0	-3	-3	-4	0.7	-2.1	-4	-4	8
10	O=C1COc2ccc(-c3csc(NCC4CCCO4)n3)cc2N1 (configuration not stated)	-1.4	5	-10	1	44	-0.1	-1.1	-5	9	u
11	N#Cc1ncc(C(F)(F)F)cc1Sc1ccccc1N	-1.2	6	0	0	29	-1.6	-1.1	5	7	4
12	COC(=O)CSC1=C(C#N)C(c2ccsc2)CC(=O)N1 (configuration not stated)	-2.1	-1	3	4	18	0.1	-1.7	1	14	-6
13	CC(NC(=O)Cc1cccs1)c1ccc2c(c1)OCO2 (configuration not stated)	-1.7	-10	-8	-1	0	2.7	-0.6	-1	2	-1
14	O=C(CCN1C(=O)COc2ccccc21)NCCC1=CCCCC1	-0.3	-4	-6	1	-10	0.1	3.6	3	-9	2
15	COc1ccc(CNC(=O)CN(Cc2ccc(F)cc2)C(=O)CCC(=O)Nc2nccs2)cc1	-1.7	9	1	-1	26	-1.7	-1.6	5	-3	9
16	CCOC(=O)C(=O)NC1CCSC1=O (configuration not stated)	0.5	-3	2	2	16	-0.8	-1.3	9	-8	7
17	COc1ccccc1/C=N/NC(=O)CC(=O)Nc1ccc(Cl)c(Cl)c1	-3.2	13	-54	-5	2	1.5	-0.4	-1	-1	11
18	CCOc1ccc(C(=O)NNC(=O)c2cc(S(=O)(=O)N3CCOCC3)ccc2Cl)cc1	-0.2	-4	-1	-3	x	-0.1	-2.1	6	-3	6
19	CCCCNC(=O)O/N=C(\N)CS(=O)(=O)C(C)(C)C	-4.6	-8	0	3	8	x	-5.6	-3	-10	-6
20	CC(=O)Nc1ccc(S(=O)(=O)NCc2nc(-c3ccc(C)cc3)no2)cc1	-5.7	-13	-1	-4	11	0.5	-3.5	11	-4	4
21	O=C(OCC(=O)c1cccs1)c1cccc(C(=O)OCC(=O)c2cccs2)n1	0.6	4	-11	4	24	-0.4	-0.2	-2	8	-8
22	N#CNC(=Nc1cccc(F)c1)SCc1ccccc1	1.5	3	-5	5	-2	x	1.3	2	29	-2
23	CC(CC(=O)NNC(=O)c1ccncc1)c1ccccc1 (configuration not stated)	1.0	2	-1	0	x	0.6	0.0	1	3	-8
24	CCOC(=O)C(C(=O)OCC)C(C[N+](=O)[O-])c1ccccc1 (configuration not stated)	-1.4	5	-4	2	-15	x	0.6	0	12	-6

Six of the compounds above, in transposed form:
13: CC(NC(=O)Cc1cccs1)c1ccc2c(c1)OCO2 (configuration not stated)
14: O=C(CCN1C(=O)COc2ccccc21)NCCC1=CCCCC1
15: COc1ccc(CNC(=O)CN(Cc2ccc(F)cc2)C(=O)CCC(=O)Nc2nccs2)cc1
16: CCOC(=O)C(=O)NC1CCSC1=O (configuration not stated)
17: COc1ccccc1/C=N/NC(=O)CC(=O)Nc1ccc(Cl)c(Cl)c1
18: CCOc1ccc(C(=O)NNC(=O)c2cc(S(=O)(=O)N3CCOCC3)ccc2Cl)cc1
Screen / compound no.	13	14	15	16	17	18
FadD28 FP inh	-1.7	-0.3	-1.7	0.5	-3.2	-0.2
GDH-TPI counter	-10	-4	9	-3	13	-4
Rv3671c protease	-8	-6	1	2	-54	-1
Mtb FBA inh	-1	1	-1	2	-5	-3
DUSP3 inh	0	-10	26	16	2	x
BioA inh	2.7	0.1	-1.7	-0.8	1.5	-0.1
UGM FP inh	-0.6	3.6	-1.6	-1.3	-0.4	-2.1
MazEF act	-1	3	5	9	-1	6
CCHF vOTU inh	2	-9	-3	-8	-1	-3
BoNT F protease	-1	2	9	7	11	6

Remaining list, next part.
cpd	SMILES	FadD28 FP inh	GDH-TPI counter	Rv3671c protease	Mtb FBA inh	DUSP3 inh	BioA inh	UGM FP inh	MazEF act	CCHF vOTU inh	BoNT F protease
25	CCCCOc1ccc(N2CC(C(=O)NCCc3ccc(OC)c(OC)c3)CC2=O)cc1 (configuration not stated)	1.4	0	-4	0	12	x	0.7	-4	0	-5
26	CCc1nn(CC(=O)NCCN2CCOCC2)c(=O)c2cc3c(OC)cccc3n12	-0.5	14	2	+	9	0.0	-2.9	1	-151	-10
27	COCCn1c(SCC(=O)N2CCCc3ccccc32)nc2cccnc21	-1.9	-7	9	-4	10	1.9	-3.1	7	4	u
28	O=C(O)Cc1ccc(C(=O)CSc2ccccc2)s1	-2.6	8	5	-1	4	x	-4.0	6	-2	u
29	COc1ccccc1/C=C/CN1CCC(Oc2ccc(C(=O)N3CCCCC3)cc2)CC1	0.1	2	4	2	27	-0.1	0.5	0	-5	-5
30	CC(=O)Nc1ccc(S(=O)(=O)Nc2cccc(-n3cnnn3)c2)cc1	-4.2	4	11	0	4	x	3.5	2	6	-1
31	Cc1ccc(C)c(-n2ccnc2SCC(=O)c2c(N)n(C3CC3)c(=O)[nH]c2=O)c1	-2.9	3	-4	6	x	1.0	-0.2	1	-2	-1
32	Cc1cc(=O)[nH]c(SCc2nnc(-c3ccccc3)o2)n1	-1.9	-8	0	4	31	-1.0	-1.4	-12	-3	-4
33	COc1ccc(CCNC(=O)Cc2cc(OCc3ccccc3)c(OC)cc2[N+](=O)[O-])cc1OC	-2.1	20	0	3	17	-0.5	-4.3	-3	12	21
34	COc1ccc2[nH]cc(C(=O)C(=O)N3CCCCC3)c2c1	-2.2	18	-6	1	25	-1.1	1.7	-26	-3	-3
35	CCCN1C(=O)C(Cc2nc3ccccc3c(=O)n2-c2ccccc2)c2ccccc21 (configuration not stated)	0.4	9	-4	-2	5	x	1.1	5	12	-5
36	CCOC(=O)COn1c(=O)c(-c2ccco2)[n+]([O-])c2ccccc21	-2.0	18	0	2	15	-0.7	0.3	-2	16	-19
37	COc1cc(C(=O)N2CCN(C)C(C)C2)ccc1OC1CCN(C(C)=O)CC1 (configuration not stated)	-1.1	-1	0	2	24	0.4	2.7	3	10	-8
38	O=C(NCc1cccc(F)c1)C1CCC(=O)N(CCc2cccc(F)c2)C1 (configuration not stated)	0.5	8	-2	-5	4	0.2	-0.4	-1	2	-4
39	CC(=O)c1ccc(N2CCN(C(=O)Nc3ccc(F)cc3)CC2)cc1	-3.2	6	2	-6	48	x	-0.9	x	x	2
40	Cc1ccc(N2CC(O)Cn3c2nc2c3c(=O)n(C)c(=O)n2C)cc1 (configuration not stated)	-1.9	-3	-3	0	10	-0.4	0.5	4	-2	-3
41	Cc1noc(C)c1NC(=O)N(C)C[C@H]1Oc2ccc(NS(=O)(=O)c3cn(C)cn3)cc2C(=O)N([C@H](C)CO)C[C@@H]1C	-3.1	0	0	0	x	-1.6&8.6	1.1	5	-11	-2
42	Cc1ccc(C(=O)/C=C/Nc2cccc([N+](=O)[O-])c2)o1	-0.8	19	-15	-4	1	-2.1	0.4	4	2	4
43	Cc1nn(-c2ccc(F)cc2F)c2c1-c1nc(N3CCCC3)ncc1CC2	-1.7	2	-1	30*	22	1.0	-2.9	-5	-31	-6
44	CCCOc1cccc(C2C(C(=O)c3ccco3)=C(O)C(=O)N2CCCn2ccnc2)c1 (configuration not stated)	-1.2	3	-12	1	13	-0.6	8.0	6	11	8
45	Cc1onc(CO)c1C(=O)Nc1nccs1	0.8	-1	2	3	2	x	-0.3	-24	-4	4
46	O=C(NCC1CC1)c1cccs1	0.5	x	x	1	x	x	x	x	-1	-14
47	Cc1ccc(S(=O)(=O)Cn2nnnc2C(CC(C)C)N2CCN(C3CCCC3)CC2)cc1 (configuration not stated)	-4.5	-13	1	-3	23	0.3	-1.3	8	5	0
48	C#CC[N+]1(C)[C@@H]2CC(OC(=O)C(CO)c3ccccc3)C[C@H]1C(O)C2 (some centres not stated)	-0.5	-5	-1	3	20	-0.6	0.4	4	-14	10
49	COc1ccccc1OCc1csc(NC(=O)c2ccco2)n1	-1.1	14	1	-1	22	-2.8	-1.2	0	8	8
50	COc1ccc(N(Cc2cc3cccc(C)c3[nH]c2=O)C(=O)C2CCCO2)cc1 (configuration not stated)	-3.7	3	-3	3	-5	x	5.2	-3	-3	0
51	O=C1c2ccccc2C(=O)N1CCSc1ccccc1	0.5	2	-2	1	55*	-0.8	-1.3	3	x	-5
52	Cc1cc(OC(=O)c2ccc(Cl)cc2)cc(=O)n1C	-4.5	-1	5	2	16	9.9	-1.6	-2	13	-56
53	CCN(CC)C(=O)c1[nH]cnc1C(=O)Nc1cccc(Cl)c1	-0.4	-3	-3	-1	x	-1.9	-0.8	11	3	-1
54	O=C(NC1CCCCCC1)c1cc(S(=O)(=O)N2CCOCC2)ccc1F	-1.2	4	-4	4	6	-1.4	2.2	2	2	1
55	Cc1csc(SCC(=O)Nc2cc([N+](=O)[O-])ccc2F)n1	-1.2	6	-6	-1	x	3.2	-2.5	0	8	x
56	COC(=O)C1=CN(Cc2ccc(C)cc2)C=C(C(=O)OC)C1c1ccc(F)c(F)c1	-2.3	-4	2	3	x	-1.6	0.2	-22	-3	-2
57	CCOCCCNC(=O)c1cccc(NC(=O)C2=C(C)OCCS2)c1	-2.1	6	5	0	10	-0.8	-0.3	2	-12	-17
58	CN=C(SCC(=O)c1cccc(Cl)c1)c1c(O)n(C)c(=O)n(C)c1=O	-0.3	12	-11	2	18	x	1.0	0	-3	4
59	CCc1cc2c(SCC(=O)Nc3cc(C)on3)ncnc2s1	-1.2	7	0	-1	9	x	1.3	-10	6	-4
60	CCOc1ncccc1C(=O)Nc1cccc(-c2nc3cccnc3s2)c1	-1.5	23	-31	4	21	x	2.7	23	4	-4
61	COc1ccc(S(N)(=O)=O)cc1C(=O)OCC(=O)NC(C)(C#N)C1CC1 (configuration not stated)	-1.6	4	-3	0	x	2.7	1.3	-4	7	-8
62	O=CNC(n1cnc2c(N3CCOCC3)ncnc21)C(Cl)(Cl)Cl (configuration not stated)	-4.0	-9	-3	3	6	-0.1	3.6	-20	-4	2
63	CNc1snc(C)c1C(=O)OC(C)C(=O)Nc1ccc(F)cc1 (configuration not stated)	-2.8	-2	-8	0	x	9.7	-0.7	4	-8	x
64	Cc1ccc2c(c1)C1(C(=O)N2)N2CCCC2C(C(=O)c2ccc3ccccc3c2)C12C(=O)Nc1ccccc12 (configuration not stated)	-0.8	3	x	8	x	-2.3&-3.4	x	12	-11	1
65	Cc1nn(CC(=O)N(C)C2(C#N)CCCCC2)c(C)c1[N+](=O)[O-]	0.4	-1	2	1	x	-0.5	-0.6	-2	-6	x
66	Cc1cc(OCC(=O)c2ccc(C(F)(F)F)cc2)n2cnnc2n1	-2.3	-4	5	-2	1	x	0.1	5	-14	x
67	CCOC(=O)CSc1nc(N)c(C#N)c(-c2ccc(OC)cc2)c1C#N	-2.3	16	1	-4	18	-0.6	3.4	2	6	-23
